EWS-Fli inh – EWS/Fli-driven NR0B1 reporter inhibitors, primary screen, A673 cells, NR0B1 luciferase, luminescence, MLPCN library | viability-normalised | inhibition, % at 12.6 µM | 350,000 tested, 0.67% active;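 active means mean inhibition of at least 50% after viability correction, with every replicate also passing that limit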;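 further: firefly luciferase signal divided by Alamar Blue viability fluorescence both relative to DMSO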
FN deposit inh – inhibitors of fibronectin matrix deposition, primary screen, AH1F cells, Alexa488-fibronectin fluorescence, plate reader; 350,000 tested, 0.086% active; inhibition, % at 12.6 µM; AH1F fibroblasts, overnight;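 active means mean inhibition across replicates of 30% or more, regardless of how many single replicates reach that level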;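 further: positive control wells lacked labelled fibronectin entirely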
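Material: AH1F fibroblast monolayer depositing Alexa488-labelled fibronectin into matrix / Amount: 10000 AH1F cells per well / Signal: fluorescence 485/525 nm / Medium: DMEM, 2% serum / Compound: single dose, pinned / Incubation: 1 h cell adhesion before compound, then overnight fibronectin incubation / Reagent: Alexa488-FN, 24 nM final / Read-out: inhibition of fibronectin deposition signal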
PAX8 reporter – inhibitors of PAX8-driven TPO luciferase reporter, primary screen, RMG-I cells, single concentration; SteadyGlo, 24 h; inhibition, % at 12.6 µM; 360,000 tested, 1.2% active;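 active means mean replicate inhibition at least 60% with every replicate also reaching 60%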;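 further: luciferase light reporting Pax8 driven TPO promoter activity; plate controls were median of neutral control wells for no effect and mitoxantrone controls for full effect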
PGC1a acetyl inh – inhibitors of PGC1a acetylation signal, primary screen, cell-based, U2OS, AlphaScreen, inhibitor mode; AlphaScreen anti-acetyl-lysine; with virally co-expressed GCN5 acetyltransferase; inhibition, % at 15.6 µM; 350,000 tested, 0.17% active;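 active means every replicate shows inhibition of at least 40%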;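 further: 0% = neutral control wells and 100% = positive control wells; some results beyond the cut were filed as inactive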
PglD inh – C. jejuni PglD acetyltransferase inhibitors, primary screen, biochemical, DTNB colorimetric, single point | inhibition, % at 12.5 µM | purified PglD enzyme, DTNB colorimetric CoA detection | UDP-N-acetylbacillosamine N-acetyltransferase PglD (Campylobacter jejuni) | AID 602405, 2012 | 360,000 tested, 0.098% active; in the data active means inhibition above about 16%, passing the limit was not always enough; further: strong numbers were not always called active
S100A4 inh HTS – inhibitors of S100A4-myosin IIA peptide binding, primary screen, biochemical, fluorescence polarization, TAMRA-MyoIIA peptide | 360,000 tested, 0.14% active | Protein S100-A4 (Homo sapiens), P26447 | inhibition, % at 10.7 µM;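 active means mean inhibition of at least 70% across replicates, with every replicate also reaching that level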
Target sequence (P26447 whole entry, looked up): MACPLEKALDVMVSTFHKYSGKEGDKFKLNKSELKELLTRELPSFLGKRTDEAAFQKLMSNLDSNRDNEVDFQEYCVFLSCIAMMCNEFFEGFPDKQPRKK
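Material: human S100A4 monomer with TAMRA-labelled myosin IIA peptide; buffer or medium: HEPES pH 7.2 with CaCl2, KCl, NaCl, DTT, Triton; compound dosing: one concentration per compound; schedule: 5 min incubation before reading; benchmarks: neutral control DMSO, positive control TFP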
LGR2 inh – inhibitors of bursicon-induced LGR2 CRE-luciferase signal, primary screen, cell-based, HEK293, CRE-luciferase reporter, bursicon stimulation. Drosophila bursicon receptor LGR2 (rickets). bursicon-stimulated, 4 h. inhibition, % at 9.99 µM. 380,000 tested, 0.35% active;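 active means drop in luminescence signal, shown as inhibition above about 50% in the replicate tests, limit read from the data, passing the limit was not always enough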;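 further: agonist challenge used bursicon conditioned medium at about half maximal strength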
ERAP1 inh – human ERAP1 aminopeptidase inhibitors, primary screen, biochemical, single point, plate reader. Endoplasmic reticulum aminopeptidase 1 (Homo sapiens), Q9NZ08. recombinant ERAP1, Leu-AMC fluorescence, 60 min. inhibition, % at 10.7 µM. 340,000 tested, 0.15% active. AID 652197, 2013;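 active means mean replicate inhibition of at least 30%, or all replicates individually reaching that 30% level; inactive means mean below 30% and not every replicate reaching it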;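 further: 0% = neutral control wells and 100% = L-leucinethiol positive control wells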
Target sequence (Q9NZ08 whole entry, looked up): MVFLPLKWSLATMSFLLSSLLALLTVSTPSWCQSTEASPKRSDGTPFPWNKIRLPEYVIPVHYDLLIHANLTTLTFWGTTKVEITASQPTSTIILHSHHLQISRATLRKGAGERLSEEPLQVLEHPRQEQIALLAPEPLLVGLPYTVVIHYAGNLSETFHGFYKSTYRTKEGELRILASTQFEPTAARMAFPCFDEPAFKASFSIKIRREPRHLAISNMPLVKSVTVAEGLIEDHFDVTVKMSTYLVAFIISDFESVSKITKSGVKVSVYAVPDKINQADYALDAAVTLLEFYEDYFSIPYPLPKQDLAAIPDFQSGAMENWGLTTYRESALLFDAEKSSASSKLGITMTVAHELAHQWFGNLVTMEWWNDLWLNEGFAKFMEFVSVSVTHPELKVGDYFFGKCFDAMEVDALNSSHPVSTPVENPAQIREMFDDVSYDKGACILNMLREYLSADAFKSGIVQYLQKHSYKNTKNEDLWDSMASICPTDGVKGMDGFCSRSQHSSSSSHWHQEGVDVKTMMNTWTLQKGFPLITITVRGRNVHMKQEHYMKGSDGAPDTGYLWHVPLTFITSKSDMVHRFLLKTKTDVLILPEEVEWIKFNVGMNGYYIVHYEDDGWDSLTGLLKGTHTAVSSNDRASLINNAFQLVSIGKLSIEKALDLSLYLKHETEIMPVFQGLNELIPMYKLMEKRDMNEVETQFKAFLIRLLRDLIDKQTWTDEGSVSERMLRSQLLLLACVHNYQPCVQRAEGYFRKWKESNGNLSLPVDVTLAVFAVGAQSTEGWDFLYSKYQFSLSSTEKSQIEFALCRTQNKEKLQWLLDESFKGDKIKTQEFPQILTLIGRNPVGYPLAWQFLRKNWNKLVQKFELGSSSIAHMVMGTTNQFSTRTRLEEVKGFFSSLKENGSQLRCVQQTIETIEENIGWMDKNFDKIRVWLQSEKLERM
Starred values were filed as active, the others as inactive; / = not tested or not shown.

Structure,EWS-Fli inh,FN deposit inh,PAX8 reporter,PGC1a acetyl inh,PglD inh,S100A4 inh HTS,LGR2 inh,ERAP1 inh
COC(C[C@H](O)[C@H](C)[C@H](O)COCc1ccccc1)OC,1,0,-1,1,-4,-5,6,/
C[C@@H]1CN([C@H](C)CO)S(=O)(=O)c2ccc(C#CC3CCCCC3)cc2O[C@@H]1CN(C)Cc1cccnc1,23,/,/,-16,1,-25,-14,2
C/C=C/c1ccc2c(c1)O[C@H](CN(C)C(=O)C1CCCCC1)[C@H](C)CN([C@@H](C)CO)S2(=O)=O,-8,/,-7,1,3,6,-6,0
CCCCC1=C(C(=O)OCC)C(C(=O)OCC)Oc2ccccc21 (stereo unspecified),-4,/,-2,-5,-2,0,-9,/
CC(C)NC(=S)N=Nc1c(O)[nH]c2ccc([N+](=O)[O-])cc12,24,/,56,/,/,-1,21,6
CN(C)c1ccc(NC(=O)COC(=O)c2ccc3c(c2)OCO3)cc1,-7,-5,-3,1,/,-3,/,1
COCCn1c(=NC(=O)C2COc3ccccc3O2)sc2cc(S(N)(=O)=O)ccc21 (stereo unspecified),9,2,3,14,/,-3,9,1
CN1OC[C@@H]2CN(Cc3cc(Cl)cc(Cl)c3)[C@H](c3cccc(-c4ccc(C#N)cc4)c3)C[C@@H]21,5,/,-4,-7,-4,2,-6,9
COc1ccc(S(=O)(=O)Nc2ccc3c(c2)C(=O)N([C@@H](C)CO)C[C@@H](C)[C@@H](CN(C)C(=O)Cc2ccccc2)OCCCC[C@H](C)O3)cc1,-5,/,0,0,-1,-45,6,-5
CC(=O)Nc1cccc(-c2cc(C)c3cc4c(cc3n2)OCO4)c1,-97,2,-100,-1,-1,-4,-61,-3
Cc1cc(C)c(OCCn2ccnc2)c(C)c1,0,5,-4,-5,7,0,/,-1
CCCN1[C@@H]2c3ccc(-c4cccc(F)c4)c(=O)n3C[C@@H]2[C@@H](CO)[C@@H]1C(=O)N(C)C,-1,/,7,5,2,5,19,0
Cc1noc(NS(=O)(=O)c2ccc(NC(=O)c3ccc(F)cc3)cc2)c1C,-1,-1,/,0,3,-26,-5,1
Cc1nn(C)cc1NC(=O)c1cc2nc(-c3ccco3)cc(C(F)(F)F)n2n1,-11,-6,-9,4,-1,-7,-15,1
COCC(=O)N(C)C[C@@H]1[C@@H](c2ccc(-c3cccnc3)cc2)[C@H](CO)N1C(C)=O,4,-9,-42,3,0,5,-11,-5
O=C(C1CC(=O)N(c2ccc3c(c2)OCCO3)C1)N1CCN(S(=O)(=O)c2ccccc2F)CC1 (stereo unspecified),31,-1,6,/,-1,0,3,-4
COc1ccc(C(=O)Cn2c(NCCCO)nc3ccccc32)cc1,-8,-5,9,/,3,-1,29,2
CCCCOC(=O)c1ccc(NC(=S)NC(=O)c2ccco2)cc1,4,-7,/,-3,8,-14,-6,-8
CC(C)NC(=O)Nc1ccc2c(c1)C(=O)N([C@@H](C)CO)C[C@H](C)[C@H](CN(C)Cc1ccncc1)OCCCC[C@@H](C)O2,/,/,1,0,1,1,-15,0
O=C(Nc1ccc(Cl)cn1)c1ccc(-c2cc(Cl)ccc2Cl)o1,-2,-8,4,/,2,/,-18,/
O=C(O)CC(C(=O)O)c1ccc(OCCCCOc2ccc(C(CC(=O)O)C(=O)O)cc2)cc1 (stereo unspecified),4,-6,1,-9,-5,-8,-9,-3
Cc1c(NC(=O)CN2C(=O)c3ccc([N+](=O)[O-])cc3C2=O)c(=O)n(-c2ccccc2)n1C,8,/,-13,3,/,6,-17,-1
O=C(COC(=O)c1ccccc1-n1cnnn1)c1ccc(Br)cc1,14,-1,13,/,4,-4,8,-1
C[C@H]1CN([C@@H](C)CO)C(=O)c2cc(NC(=O)CCCN(C)C)ccc2O[C@@H]1CN(C)C,-2,4,-8,-1,3,-7,15,2
CSc1nc(C)cc(SC(C(C)=O)C(=O)Nc2ccccc2)n1 (stereo unspecified),/,-3,-16,-5,-4,/,/,/
COc1ccccc1NS(=O)(=O)c1cccc(C(=O)NCC(c2cccs2)N(C)C)c1 (stereo unspecified),-22,-1,8,3,1,-10,-5,0
Cc1ccc(C(=O)CSc2nnc(-c3ccco3)n2Cc2ccccc2)cc1,/,-7,-84,-4,-1,/,/,/
COC(=O)C1CSC(C(=O)OC)N1C(=O)Nc1c(C)cccc1C (stereo unspecified),/,-3,/,-2,2,/,15,/
CCOc1ccc(NC(=O)CNC(=O)COc2ccccc2)cc1,/,0,-24,-2,-2,/,29,/
C[C@@H]1CN([C@H](C)CO)C(=O)c2cc(NC(=O)Nc3ccccc3)ccc2O[C@@H](C)CCCCO[C@@H]1CN(C)Cc1ccc(C(F)(F)F)cc1,10,-8,80*,9,1,/,11,/
Cc1ccc(OC(F)F)c(NC(=O)Nc2ccc3c(c2)OCO3)c1,-18,-4,-8,/,2,-3,-4,2
C[C@@H]1CCCCO[C@H](CN(C)C(=O)Nc2ccccc2)[C@H](C)CN([C@@H](C)CO)C(=O)c2cc(NC(=O)c3ccncc3)ccc2O1,-7,0,-27,5,0,-7,2,0
Cc1cc([N+](=O)[O-])nn1CC(=O)NCCCn1ccnc1,6,-1,6,2,2,3,6,1
CNS(=O)(=O)c1cccc(C(=O)NCC2(N3CCOCC3)CCCCC2)c1,-3,-2,1,-6,/,-2,-19,1
C[C@@H]1CN([C@@H](C)CO)C(=O)c2cccc(NC(=O)Nc3ccc4c(c3)OCO4)c2O[C@@H]1CN(C)Cc1ccc(Oc2ccccc2)cc1,17,/,/,-10,5,0,4,0
CCOC(=O)N1CCN(C(=O)C[C@@H]2C[C@@]3(C(=O)OC)CCCCC=C3N(Cc3ccco3)C2=O)CC1,0,-13,-20,/,/,14,3,-2
Cc1ccc(C)n1-c1ccc(C(=O)NC2CCN(Cc3ccccc3)CC2)cc1,10,10,-13,1,-3,/,9,/
O=c1[nH]c2nc(Cl)nc(Cl)c2[nH]1,8,-4,-3,74*,-3,1,-9,-1
O=c1c(-c2ccccc2)coc2c(CN3CCCC3)c(O)ccc12,/,-3,/,11,2,/,-5,/
CCS(=O)(=O)Nc1ccc2c(c1)C(=O)N(C)[C@H]1CC[C@H](CC(=O)Nc3ccccc3C)O[C@@H]1CO2,-5,0,/,6,/,8,-5,3
OC[C@H]1[C@@H](c2ccccc2)C2(CN(Cc3cccnc3)C2)N1Cc1ccncc1,1,-5,/,7,/,11,2,0
Cc1cc(C)n2nc(C(=O)N3CCCC(CNS(=O)(=O)c4cccs4)C3)cc2n1 (stereo unspecified),-4,4,-6,-2,/,-4,-32,0
COCCNC(=O)C[C@@H]1CC[C@H](NS(=O)(=O)c2ccc(C)cc2)[C@@H](CO)O1,-10,-1,-2,-1,0,8,-2,-4
COC(=O)c1cc(NC(=O)c2ccccc2F)cc(C(=O)OC)c1,-24,1,-2,/,/,5,2,2
CC(=O)Nc1ccc(S(=O)(=O)C(C#N)c2nc3ccccc3nc2NCCO)cc1 (stereo unspecified),-2,6,18,11,-4,1,3,/
C[C@H]1CN([C@@H](C)CO)S(=O)(=O)c2ccc(C3=CCCCC3)cc2O[C@@H]1CN(C)Cc1cccnc1,26,-4,/,-3,6,0,9,0
COc1ccc(NC(=O)N(C)C[C@H]2Oc3ncc(-c4ccc(C#N)cc4)cc3C(=O)N([C@H](C)CO)C[C@H]2C)cc1,-8,/,/,6,1,2,-6,3
COc1ccc(S(=O)(=O)N2CCN(C)CC2)cc1NC(=O)c1ccccc1F,5,-10,7,/,-4,-1,4,2
CN(C)S(=O)(=O)c1ccc(C(=O)NCCSc2ccc(Br)cc2)cc1,-7,5,2,4,-1,-2,10,2
CC(C)(O)C#Cc1cccc(-c2nc(C(=O)N[C@@H]3CCN(Cc4ccccc4)C3)cc3c2[C@@H](CCO)N(S(=O)C(C)(C)C)C3)c1 (stereo partly specified),0,13,0,0,/,-26,2,-2

More results:
Structure,EWS-Fli inh,FN deposit inh,PAX8 reporter,PGC1a acetyl inh,PglD inh,S100A4 inh HTS,LGR2 inh,ERAP1 inh
C[C@@H]1CN([C@H](C)CO)C(=O)c2cc(-c3cccc(C#N)c3)cnc2O[C@@H]1CN(C)C(=O)C1CCC1,-15,/,-19,7,1,1,-15,-1
Cc1ccnc(-n2sc3ccccc3c2=O)n1,/,25,7,3,5,/,/,/
O=C(NCc1ccc(C(F)(F)F)cc1)C12CN(Cc3ccccc3)CC1C(c1cccc([N+](=O)[O-])c1)=NO2 (stereo unspecified),14,-3,0,/,0,-1,/,1
CC(C)CN1CCN(Cc2ccc(Oc3ncccn3)cc2)CC1CCO (stereo unspecified),10,2,2,-3,5,4,-2,-7
CC(C)C#Cc1ccc2c(c1)O[C@H](CN(C)C(=O)NC(C)C)[C@@H](C)CN([C@@H](C)CO)S2(=O)=O,17,-11,1,-11,3,/,-1,/
Cc1ccc(S(=O)(=O)N(C)C[C@H]2OCCCC[C@@H](C)Oc3ccc(NS(=O)(=O)c4ccccc4)cc3C(=O)N([C@H](C)CO)C[C@@H]2C)cc1,-23,/,-13,-5,-2,-12,-12,3
C[C@@H]1CN([C@H](C)CO)C(=O)c2cccc(NC(=O)c3ccc(-c4nccs4)cc3)c2O[C@@H]1CN(C)Cc1ccc(Oc2ccccc2)cc1,0,/,/,-15,4,1,24,-5
CCCCN(C)CCC(=O)Nc1ccc(OC)cc1OC,/,-4,-2,3,2,/,/,/
C[C@@H]1CN([C@@H](C)CO)S(=O)(=O)c2ccc(C#CC3CCCC3)cc2O[C@H]1CN(C)C(=O)Cc1ccccc1,-12,/,57,16,6,-9,30,2
CCNc1ccc(S(=O)(=O)N(C)C)cc1NCC(=O)Nc1ccccc1Br,6,-3,11,2,6,-2,0,-1
CCN(CC)C(=O)COc1ccc(/C(C)=N/NC(=O)c2ccccc2Br)cc1,11,12,5,2,-3,4,-15,-3
CCCCn1nnnc1C(c1cc2ccccc2o1)N1CCN(C(=O)OCC)CC1 (stereo unspecified),2,0,4,/,/,2,2,1
O=C(C[C@@H]1C[C@H]2c3cc(NC(=O)Nc4ccc(C(F)(F)F)cc4)ccc3O[C@H]2[C@H](CO)O1)NCC1CC1,10,/,44,-5,0,27,13,1
CC1(C)C2CCC1(CS(=O)(=O)NCc1ccc(S(N)(=O)=O)cc1)C(=O)C2 (stereo unspecified),/,4,-2,6,-3,-1,13,0

Entries of single compounds, quoted from the list:
Profile of `CC1(C)C2CCC1(CS(=O)(=O)NCc1ccc(S(N)(=O)=O)cc1)C(=O)C2` (stereo unspecified) = EWS-Fli inh: /; FN deposit inh: 4; PAX8 reporter: -2; PGC1a acetyl inh: 6; PglD inh: -3; S100A4 inh HTS: -1; LGR2 inh: 13; ERAP1 inh: 0
Profile of `CCN(CC)C(=O)COc1ccc(/C(C)=N/NC(=O)c2ccccc2Br)cc1` = EWS-Fli inh: 11; FN deposit inh: 12; PAX8 reporter: 5; PGC1a acetyl inh: 2; PglD inh: -3; S100A4 inh HTS: 4; LGR2 inh: -15; ERAP1 inh: -3

Source: PubChem (Broad Institute)
